From PubChem
TCR-CD3 inh – inhibitors of human TCR-CD3 interaction; TAMRA-labeled TCR probe fluorescence, biochemical; AID 651800; inhibition, % at 9.4 µM; 0.37% of 360,000 active; in the data active means inhibition above about 19%;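 further: recombinant mutant TCR 2C K166C tagged with TAMRA read by polarization; 0% = receptor in buffer alone and 100% = receptor with positive control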
MBD2 inh – MBD2-methylated oligo binding inhibition. AID 686964. 0.31% of 370,000 active. inhibition, % at 4.4 µM. Q9UBB5. TR-FRET, MBD2 binding to methylated oligonucleotide; in the data active means inhibition above about 13%
ABHD4 inh – ABHD4 (mouse) inhibition, primary FP screen | Q8VD66 | purified mABHD4, FP-Rh probe fluorescence polarization | inhibition, % at 8.92 µM | 0.54% of 370,000 active | AID 720543;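 active means inhibition exceeding the mean over every tested compound plus 3 SD, cut at about 30% in these data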;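 further: 0% = plate median of compound wells and 100% = S159A mutant with DMSO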
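system = mouse ABHD4 enzyme, wild type | medium = HEPES pH 7.0, NaCl, Pluronic buffer | also added = FP-Rh probe | incubation = Enzyme–compound pre-incubation 45 min, then probe 60 min, both 25 °C | technique = fluorescence polarization, excitation 525 nm, emission 598 nm, BODIPY TMR filters | controls = S159A mutant high control, sample median low control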
PRMT1 FP inh – PRMT1 (human) inhibition, primary screen; recombinant PRMT1, activity-based probe fluorescence polarization; Q99873; inhibition, % at 2.79 µM; 1.3% of 370,000 active;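 active means inhibition above about 21% made by adding two undisclosed values, limit read from the data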
NPR2 activator – GC-B (human) receptor activation | P20594 | HEK293-GC-B cells, CNP EC30, cGMP TR-FRET; 0% at EC30 CNP, 100% saturating CNP | activation, % at 10 µM | 0.11% of 370,000 active;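 active means activation at 10 µM reaching about 35% in either raw or pattern-adjusted values, limit read from the data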
GC-A act – GC-A (human) enzyme activation. P16066. HEK293 GC-A cells, cGMP TR-FRET, EC30 ANP; 0% at EC30 ANP, 100% saturating ANP. activation, % at 10 µM. 0.14% of 370,000 active; in the data active means activation above about 40%
Target sequence (P16066 whole entry, looked up): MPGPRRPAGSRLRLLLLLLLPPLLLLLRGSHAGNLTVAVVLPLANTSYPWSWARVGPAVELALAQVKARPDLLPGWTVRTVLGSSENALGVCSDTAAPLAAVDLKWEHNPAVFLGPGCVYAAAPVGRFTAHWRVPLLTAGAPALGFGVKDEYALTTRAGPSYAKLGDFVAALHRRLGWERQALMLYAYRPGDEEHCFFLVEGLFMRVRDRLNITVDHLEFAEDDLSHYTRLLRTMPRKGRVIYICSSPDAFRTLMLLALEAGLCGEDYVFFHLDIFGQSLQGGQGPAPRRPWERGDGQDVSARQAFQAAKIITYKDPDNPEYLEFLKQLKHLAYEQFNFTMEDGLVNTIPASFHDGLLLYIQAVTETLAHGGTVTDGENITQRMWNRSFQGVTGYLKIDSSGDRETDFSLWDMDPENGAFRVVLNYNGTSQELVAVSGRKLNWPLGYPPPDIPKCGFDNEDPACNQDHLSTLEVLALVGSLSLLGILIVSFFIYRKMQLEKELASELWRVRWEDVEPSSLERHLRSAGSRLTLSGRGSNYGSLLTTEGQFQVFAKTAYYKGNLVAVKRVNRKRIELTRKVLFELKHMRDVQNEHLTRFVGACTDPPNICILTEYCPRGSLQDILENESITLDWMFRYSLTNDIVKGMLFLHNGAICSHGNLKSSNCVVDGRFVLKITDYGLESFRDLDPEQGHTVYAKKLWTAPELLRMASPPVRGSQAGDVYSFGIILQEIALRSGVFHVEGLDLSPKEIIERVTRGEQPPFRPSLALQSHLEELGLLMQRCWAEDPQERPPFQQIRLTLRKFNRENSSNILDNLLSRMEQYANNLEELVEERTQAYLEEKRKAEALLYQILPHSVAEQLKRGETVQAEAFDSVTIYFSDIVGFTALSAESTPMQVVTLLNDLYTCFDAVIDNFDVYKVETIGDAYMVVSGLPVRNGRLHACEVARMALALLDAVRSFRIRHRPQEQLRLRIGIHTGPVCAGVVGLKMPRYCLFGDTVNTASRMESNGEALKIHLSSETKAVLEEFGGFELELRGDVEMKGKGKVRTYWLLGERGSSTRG
UHRF1 binding – blocks human UHRF1 binding to methylated DNA; Q96T88; UHRF1 binding to methylated oligo, TR-FRET; inhibition, % at 4.4 µM; 0.75% of 370,000 active; in the data active means inhibition above about 21%;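 further: UHRF1 SRA domain binding a hemimethylated CpG hairpin DNA probe; 0% = median of test compound wells and 100% = reference inhibitor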
rCAG binder – molecules binding r(CAG) RNA repeats | r(CAG) RNA repeat, TO-PRO-1 dye displacement fluorescence | inhibition, % at 3 µM | 1.3% of 370,000 active | AID 651821;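 active means inhibition above the plate cutoff, the mean of all test compounds on that plate plus 3 SD, cut at about 35% in these data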;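 further: 0% = DMSO alone and 100% = 100 µM mitoxantrone as full dye displacement; higher means more dye released from RNA so lower well fluorescence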
SIAE inh – human SIAE inhibition, primary screen | SIAE FP-Rh probe binding, fluorescence polarization | inhibition, % at 9.66 µM | 0.69% of 370,000 active | AID 1053197;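 active means inhibition above a cutoff: mean of compounds within the control limits plus 3 SD of those, cut at about 17% in these data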;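 further: 0% = plate median of compound wells and 100% = probe without SIAE protein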
HTRA1 inh – blocks human HTRA1 serine peptidase; Q92743; recombinant HTRA1, FP-rhodamine activity-based probe, fluorescence polarization; inhibition, % at 5.96 µM; 0.5% of 340,000 active; in the data active means inhibition above about 36%;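 further: 0% = enzyme with DMSO and 100% = wells lacking enzyme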
* marks the source's active call; other numbers are inactive results; nt = not tested or not shown. Some of the compounds tested, so the mix of outcomes need not match the whole.

| Compound | TCR-CD3 inh | MBD2 inh | ABHD4 inh | PRMT1 FP inh | NPR2 activator | GC-A act | UHRF1 binding | rCAG binder | SIAE inh | HTRA1 inh |
| --- | --- | --- | --- | --- | --- | --- | --- | --- | --- | --- |
| CCOc1ccccc1NC(=O)c1cc(Cl)ccc1NC(=O)c1ccco1 | -3 | 2 | 3 | -4 | 1 | -1 | 0 | 1 | 6 | 7 |
| Cc1cc(F)ccc1-c1cc(C(=O)NCc2cccs2)[nH]n1 | 3 | -2 | -8 | 0 | 1 | -2 | -1 | 0 | -6 | nt |
| O=C(NCc1cccc(Cl)c1)c1cccc(OC2CCN(C(=O)C3CC3)CC2)c1 | 7 | -2 | -9 | -2 | 6 | -1 | -1 | -5 | 5 | 0 |
| Nc1nc(CN2CCN(C(c3ccccc3)c3ccccc3)CC2)nc(Nc2ccccc2)n1 | 0 | 9 | 2 | 0 | -5 | -5 | 11 | 0 | -6 | -27 |
| CCN1CCN(c2ncnc3scc(-c4ccc(OC)cc4)c23)CC1 | -1 | -5 | 7 | 2 | 5 | -8 | 7 | -3 | 2 | 3 |
| C=C1CSc2nc3ccccc3c(=O)n21 | 0 | 3 | 4 | 2 | 1 | 7 | 1 | -1 | -1 | 3 |
| CCn1c(Cc2c(C)[nH]c3ccccc23)n[nH]c1=S | 8 | -3 | -2 | 1 | 1 | -1 | -2 | 3 | -2 | 0 |
| CN(C)CCCn1c(=S)[nH]c2sc3c(c2c1=O)CCCC3 | 2 | 0 | 14 | 11 | 1 | -2 | -1 | 2 | -4 | 4 |
| CN(C)c1nc(N)nc(CSc2nnnn2-c2ccc(F)cc2)n1 | 5 | 5 | 4 | 0 | -6 | -2 | 0 | -6 | -5 | 5 |
| C=CCNC(=O)CSc1nnc(-c2cccs2)o1 | 5 | -4 | 8 | -2 | 1 | 1 | -1 | 1 | -2 | 6 |
| CCNC(=O)N1C(=O)C2(OCCO2)c2cc(Br)ccc21 | -5 | 3 | 5 | 3 | 5 | -5 | 0 | 1 | 1 | -6 |
| COc1ccc(C(=O)NC2=NCCS2)c(OC)c1 | -4 | -3 | -8 | -1 | -4 | -2 | -2 | 4 | -1 | -7 |
| COC(=O)c1ccc(Oc2nc(C)cc(Oc3ccccc3)n2)cc1 | 6 | 2 | -7 | -1 | -3 | -1 | 2 | 0 | -7 | -5 |
| C=CC[C@H](CC(=O)N(CCO)Cc1ccccc1)C(=O)N[C@H](COC(=O)[C@@H](CC=C)Cc1ccc(F)cc1)Cc1ccccc1 | 2 | 0 | -24 | -2 | -6 | -3 | -4 | 1 | -7 | -72 |
| C=CCN1[C@@H](C)[C@H](c2ccccc2)Oc2cccc(NCCc3ccccc3)c2S1(=O)=O | -7 | 8 | -5 | 4 | -1 | -3 | 9 | 8 | -2 | nt |
| CC1=CC(C)C(/C=N/n2cnnc2)C(C)C1 (centres undefined) | 9 | 1 | 2 | -1 | 0 | 2 | 0 | 0 | -2 | -2 |
| COc1ccc(C(O)c2nc(-c3ccc(N(C)C)cc3)cs2)cc1 (centres undefined) | 2 | 2 | 2 | -3 | -1 | 1 | 3 | 6 | 5 | nt |
| CCc1cc(=O)oc2cc(C)cc(OCC(=O)NCCN3CCOCC3)c12 | 0 | 4 | -17 | 6 | 5 | -2 | 5 | -9 | 0 | -1 |
| COCCN(C(=O)c1oc2ccccc2c1COC)c1c(N)n(CC(C)C)c(=O)[nH]c1=O | 0 | -4 | 2 | -2 | 0 | 1 | -1 | 1 | 11 | -1 |
| CC(CN1CCOCC1)OC(=O)Cc1ccc(Cl)cc1 (centres undefined) | -1 | -4 | 0 | -3 | 5 | -4 | 1 | -3 | -1 | 2 |
| O=C(CNC(=O)OCc1ccccc1)NC1CCCCCCC1 | 8 | 0 | -15 | -4 | 0 | 4 | 1 | -2 | -11 | 2 |
| Nc1cc(=O)[nH]c(=O)n1Cc1ccco1 | -1 | 7 | 5 | -3 | 1 | 4 | 0 | 3 | 1 | 8 |
| CC12CCC(C(=O)NNC(=O)c3ccc(F)cc3)(OC1=O)C2(C)C (centres undefined) | -5 | 10 | -9 | 3 | -6 | -3 | 3 | -2 | -1 | -6 |
| CC(NC(=O)c1ccccc1)C(=O)OCC(=O)c1c(N)n(C)c(=O)n(C)c1=O (centres undefined) | 5 | -3 | -1 | -3 | -2 | 1 | -2 | 2 | 7 | -2 |
| COCCCNC(=O)C[C@@H]1C[C@@]2(C(=O)OC)CC(C)(C)CC=C2N(CCc2ccc(OC)c(OC)c2)C1=O | 3 | 1 | -6 | -4 | 2 | 0 | -2 | -2 | 1 | nt |
| Nc1cccc(C(=O)NCCNC(=O)c2cccc(N)c2)c1 | 2 | 0 | 6 | 2 | -1 | 4 | 1 | -2 | -1 | -2 |
| COc1cc(NC(=O)CNc2cccc(S(=O)(=O)N3CCCC3)c2)cc(OC)c1 | -1 | 1 | -5 | -2 | -6 | -6 | -1 | 4 | 4 | -8 |
| Cc1cc(C)cc(NC(=O)CN2CCN(CCN=CC3=C(O)CC(c4ccc(Cl)cc4)CC3=O)CC2)c1 (centres undefined) | 6 | 0 | 1 | -2 | -5 | 2 | -2 | -2 | -4 | -11 |
| COc1ccccc1C=NN=C1c2ccccc2-c2ccccc21 | -1 | 1 | -4 | 2 | -15 | -10 | 2 | 2 | -3 | 1 |
| O=[N+]([O-])c1ccc2c(c1)nc1n2CCN(c2ccccc2)C1 | 1 | 2 | 2 | 6 | 3 | 2 | 1 | 12 | -4 | -25 |
| COc1cccc(CN2CCNC(=O)C2CC(=O)O)c1OC (centres undefined) | 8 | -2 | -2 | 2 | 1 | 1 | 0 | 5 | -2 | -2 |
| Cc1ccc(OCc2cc(C(=O)NCc3cn4ccccc4n3)no2)cc1C | 4 | 0 | -6 | -3 | 1 | 4 | -3 | 6 | -9 | -15 |
| COc1cc(C(=O)Oc2ccc3ccc(O)cc3c2)cc(OC)c1OC | 8 | -1 | -8 | 0 | -3 | -3 | -1 | 4 | -5 | -15 |
| Cc1ccccc1S(=O)(=O)NC(=O)C1(C)CCN1C(=O)CCc1ccccc1 (centres undefined) | -7 | 2 | 2 | 4 | -5 | -1 | 3 | 5 | 1 | nt |
| COC(=O)CSc1nnc(SCc2ccc(OC)cc2)s1 | -5 | 2 | 6 | 0 | 5 | 16 | 3 | -5 | 0 | 4 |
| COc1ccc(NC(=O)CN(C)C(=O)c2cccc(S(=O)(=O)Nc3ccc(OC)cc3)c2)cc1 | -12 | 2 | -9 | -3 | -6 | -4 | 4 | 8 | 4 | -4 |
| COc1ccc(S(=O)(=O)N2CCC(C(=O)NCc3ccco3)CC2)cc1 | 1 | 3 | 2 | 1 | -3 | 2 | 1 | -1 | 5 | 7 |
| Cc1ccc2nc(-c3ccccc3)cn2c1 | 5 | 1 | -3 | 0 | 0 | -1 | 4 | 1 | 0 | 0 |
| O=C(CSc1nnnn1CCCO)Nc1ccc2c(c1)OCO2 | -1 | -2 | -4 | -8 | 2 | 0 | -2 | 1 | 4 | -4 |
| COC(=O)C1C(O)=CC(=O)CC1C (centres undefined) | 1 | 8 | 9 | 2 | 6 | 6 | 2 | 1 | 2 | 2 |
| CCOC(=O)NC1(Nc2ccc(C)cc2)Oc2ccccc2O1 | -4 | -6 | 22 | 37* | 2 | 0 | 4 | 2 | 9 | 32 |
| C(=N\N=C\c1ccccc1)/c1ccccc1 | 3 | 2 | 3 | -1 | -2 | 1 | 1 | 0 | 4 | 3 |
| CC(=O)Nc1ccc(NC(=O)c2csc([C@@H]3C[C@H](O)[C@@H](CO)O3)n2)cc1 | 4 | 2 | 5 | 0 | 0 | 1 | -2 | 3 | 4 | nt |
| COC(=O)/C(N=Nc1c(C)n(C)n(-c2ccccc2)c1=O)=C(\C)O | -6 | 7 | -7 | 3 | -2 | 21 | 3 | 3 | -6 | -3 |
| O=C(Oc1c(-c2ccccc2)oc2ccccc2c1=O)c1ccccc1 | 3 | 1 | 1 | -3 | -3 | -1 | 9 | 3 | -10 | -3 |
| O=C(OCc1cn(Cc2cccc(F)c2F)nn1)N1CCCC1 | nt | -7 | 5 | -5 | 5 | 3 | -2 | 0 | 1 | nt |
| CC1CCN(C(=O)c2ccc(Br)c(S(=O)(=O)N3CCOCC3)c2)CC1 | -1 | -1 | 6 | -5 | 0 | -3 | -1 | -4 | -3 | 2 |
| COc1ccccc1N(CC(=O)Nc1c(C)n(C)n(-c2ccccc2)c1=O)S(=O)(=O)c1ccc(C)cc1 | 9 | -5 | 3 | -3 | 4 | 2 | -1 | -9 | 3 | 6 |
| CCCCNC(=O)C1c2ccccc2OCC(=O)N1CCc1c[nH]c2ccccc12 (centres undefined) | -1 | -1 | 2 | 1 | 0 | -6 | -2 | 1 | 6 | nt |
| CC(C)(CC(=O)O)Cc1nc(-c2ccc(Cl)cc2)no1 | -9 | 1 | 1 | 4 | -2 | -8 | 7 | 0 | 0 | 3 |
| CN(Cc1ccccc1)C(=O)c1ccc(NC(=O)Cc2cccc(NC(=O)C3CCN(C(=O)C4CCC4)CC3)c2)cc1 | 0 | -3 | -4 | -3 | 1 | 0 | -3 | 1 | -2 | -17 |
| Cc1ccc(S(=O)(=O)N2CCN(C(=O)[C@H](Cc3ccccc3)NC(=O)c3ccco3)CC2)cc1C | 4 | -3 | -1 | -1 | 8 | 1 | -4 | 3 | -2 | -2 |
| Cn1cccc1/C=N/N1CCN(Cc2ccccc2Cl)CC1 | -2 | 1 | 10 | 2 | -2 | -5 | -2 | 5 | 2 | -1 |
| Cc1ccccc1OCC(=O)NNC(=O)CN1C(=O)c2ccccc2C1=O | -2 | -4 | 6 | 1 | -1 | -1 | 3 | 2 | 4 | 3 |
| COc1ccccc1/C=C/C(=C1/C(=O)N(c2ccccc2)N=C1C)c1ccc(C)cc1 | -5 | -7 | 6 | -3 | 1 | 0 | -4 | 2 | 1 | 7 |
| Cc1cccc(C)c1NC(=O)c1ccc(-n2cncn2)nc1 | 0 | -1 | -3 | 0 | 0 | 0 | 1 | 1 | -1 | 4 |
| CCCC(=O)Nc1nnc(C2CCCO2)s1 (centres undefined) | -4 | 1 | -2 | 5 | -4 | 0 | 2 | 2 | -8 | -2 |
| O=C(O)CCNS(=O)(=O)c1ccc(Oc2ccccc2Cl)cc1 | 2 | -2 | 1 | 1 | -5 | 1 | 2 | 7 | 8 | -9 |
| CC(Oc1cccc(F)c1)C(=O)Nc1ccc(N2CCOCC2)cc1 (centres undefined) | -2 | -3 | 5 | -3 | -1 | -3 | 1 | -1 | 1 | 6 |
| CCCc1ccc(OCC(=O)NNC(=S)NC(=O)c2ccco2)cc1 | -1 | -3 | 5 | 3 | -3 | 3 | -4 | 36* | 9 | 8 |
| Cc1cc(=O)oc(C)c1C(=O)NCCCN1CCN(c2ccc(F)cc2)CC1 | 1 | 0 | 5 | 0 | 4 | -1 | 5 | -5 | 1 | 4 |
| Cc1nn(-c2ccccc2)c2sc(C(=O)NCCN3CCOCC3)cc12 | -2 | -4 | -2 | -1 | -5 | 10 | -2 | 3 | -6 | -3 |
| CC(=O)Nc1ccc(/C(C)=N/NS(=O)(=O)c2ccc(C)cc2)cc1 | 4 | 5 | -4 | 8 | -2 | -1 | 2 | 5 | 0 | -12 |

Quoted at random: 2 compounds from above
| Compound | TCR-CD3 inh | MBD2 inh | ABHD4 inh | PRMT1 FP inh | NPR2 activator | GC-A act | UHRF1 binding | rCAG binder | SIAE inh | HTRA1 inh |
| --- | --- | --- | --- | --- | --- | --- | --- | --- | --- | --- |
| COc1ccccc1N(CC(=O)Nc1c(C)n(C)n(-c2ccccc2)c1=O)S(=O)(=O)c1ccc(C)cc1 | 9 | -5 | 3 | -3 | 4 | 2 | -1 | -9 | 3 | 6 |
| C(=N\N=C\c1ccccc1)/c1ccccc1 | 3 | 2 | 3 | -1 | -2 | 1 | 1 | 0 | 4 | 3 |
